Compound activity: PubChem, MTDP
RNase H inhibition – RNase H inhibition, HIV 1 Gag Pol polyprotein, FRET biochemical assay, screening (AID 372); HIV-1 RT RNase H, FRET RNA/DNA substrate fluorescence; higher % means a stronger effect; one-dose inhibition, % at 10 µM; IC50 in µM for titrated hits; 100,000 compounds, 0.77% hits; in the data active means inhibition above about 50%
* marks the source's active call; other numbers are inactive results. This is a subset. The share of hits here may be higher or lower than overall.

SMILES	RNase H inhibition
O=c1c2ccccc2c2ccccc2c(=O)n1CC1CCCO1 (stereo not drawn)	8%
Cc1nc2cc(N=Cc3ccc(O)cc3)ccc2n1C	6%
COc1ccccc1OCCSc1nnnn1-c1ccc(C)cc1	15%
Cc1ccc(P(=O)(CC(=O)O)c2ccc(C)cc2)cc1	0%
COCCCNC(=O)c1ccccc1N(Cc1ccccc1)S(=O)(=O)c1ccc(OC)cc1	10%
CCOP(C)(=O)C(c1ccccc1)N(C)S(C)(=O)=O (stereo not drawn)	10%
O=C(c1ccccc1)c1ccc([N+](=O)[O-])cc1Cl	34%
Cc1ccc(N=Cc2c(Nc3ccc(C)c(C)c3)nc3c(C)cccn3c2=O)cc1C	3%
Cc1cc(OCC(O)CN2CCN(c3ccccc3F)CC2)cc(C)c1Cl (stereo not drawn)	16%
CC1CN(c2ccc([N+](=O)[O-])c(NCCOc3ccccc3)c2)CC(C)N1 (stereo not drawn)	26%
COc1ccc2ccccc2c1CN1CCN(C(=O)c2ccccc2)CC1	1%
Cc1cc(-c2ccc(N=Cc3ccc([N+](=O)[O-])s3)c(C)c2)ccc1N=Cc1ccc([N+](=O)[O-])s1	8%
Cc1c(Cl)cccc1NC(=O)CN(c1ccccc1F)S(=O)(=O)c1ccccc1	0%
CCOc1ccccc1N1CCN(C(=O)c2ccco2)CC1	11%
Cc1cc(C=O)c(C)n1-c1ccc(Br)cc1	6%
CCCCC(=O)NC(=O)c1ccccc1O	4%
N#C/C(=C/c1cc(Cl)c(O)c(Cl)c1)C(=O)Nc1cccc(Br)c1	21%
CN1C(=O)C(=Cc2ccc(N3CCCC3)o2)C(=O)N(C)C1=S	17%
CCOC(=O)Cc1csc(NS(=O)(=O)c2c(C)cc(C)cc2C)n1	0%
O=S(=O)(Cc1ccccc1)Nc1nc2ccccc2s1	0%

Reformatted: 4 of the compounds above.
Cc1c(Cl)cccc1NC(=O)CN(c1ccccc1F)S(=O)(=O)c1ccccc1
- RNase H inhibition: 0%
CCOc1ccccc1N1CCN(C(=O)c2ccco2)CC1
- RNase H inhibition: 11%
Cc1cc(C=O)c(C)n1-c1ccc(Br)cc1
- RNase H inhibition: 6%
CCCCC(=O)NC(=O)c1ccccc1O
- RNase H inhibition: 4%

Reprinted at random: three compounds from above, in no set order.
SMILES	RNase H inhibition
Cc1nc2cc(N=Cc3ccc(O)cc3)ccc2n1C	6%
O=S(=O)(Cc1ccccc1)Nc1nc2ccccc2s1	0%
N#C/C(=C/c1cc(Cl)c(O)c(Cl)c1)C(=O)Nc1cccc(Br)c1	21%

(continued)
SMILES	RNase H inhibition
COc1ccccc1NC(=O)c1c(NC(=O)c2cccc(F)c2)sc(-c2ccccc2)c1C	11%
O=C1NC(=O)/C(=C/c2cccnc2)S1	3%
COC(=O)c1sccc1NC(=O)c1ccccc1C	0%
CC(C)CN1C(=O)c2ccc(C(=O)c3cccc([N+](=O)[O-])c3)cc2C1=O	8%
N#CCN(N=Nc1ccccc1)c1ccccc1	14%
Cc1ccc(OCCOCCOc2ccc(/C=C3\SC(N)=NC3=O)cc2)cc1	16%
Cc1nc(-c2ccccc2)nc(N/N=C/c2ccccc2Cl)c1C	0%
Cc1cc(C)n(-c2c(F)c(F)c(COC(=O)c3ccccc3)c(F)c2F)n1	10%
S=C(NCCOc1cccc2ccccc12)Nc1cccc2ccccc12	45%
O=CNc1ccccc1Oc1ccccc1	4%
COc1ccc(NC(=O)/C(=C/c2cccnc2)NC(=O)c2cccs2)cc1	0%
COc1ccc(CSc2nnnn2C)cc1	0%
CC(CCc1ccccc1)Nc1cc(N2CCN(S(C)(=O)=O)CC2)ccc1[N+](=O)[O-] (stereo not drawn)	0%
O=[N+]([O-])c1cccc(-c2nc(-c3ccc(Oc4ccccc4)cc3)c(-c3ccc(Oc4ccccc4)cc3)[nH]2)c1	23%
O=C(N/N=C/c1ccccc1)c1cc(Br)cc(Br)c1O	1%
CC(C)OC(=O)c1c(NC(=O)/C=C/C(=O)O)sc2c1CCCCC2	0%
Ic1ccc(N=Cc2ccc3c(c2)OCO3)cc1	7%
Cc1ccnc(NC(=S)NC(=O)c2ccccc2C)c1	11%
COc1ccc(OC)c(NC(=O)CCc2ccccc2)c1	0%
CC(Cc1ccccc1)N=C1NS(=O)(=O)c2cc([N+](=O)[O-])ccc21 (stereo not drawn)	1%
COc1ccc(-c2csc(Nc3ccc(O)cc3)n2)cc1	9%
COc1cccc(N(C(C)=O)C2=C(N3CCCCC3)C(=O)c3ccccc3C2=O)c1	9%
CC(C)N(C(=O)c1ccc(C(=O)NC(C)(C)C)cc1)C(C)C	3%
Cc1nn(-c2ccccc2)c2c1C(c1ccc(Cl)cc1Cl)C(C#N)=C(N)O2 (stereo not drawn)	12%
CCOc1ccccc1C=Nc1ccc(Br)cc1	8%
S=C(c1nc2ccccc2[nH]1)N1CCOCC1	8%
COc1cccc(OCCCCCn2ccnc2)c1	10%
CCOC(=O)C1=C(C)N=c2s/c(=C\c3cc(Br)c(OCc4cccc5ccccc45)c(OC)c3)c(=O)n2C1c1ccccc1 (stereo not drawn)	0%
CCSc1nnc(NC(=O)c2ccco2)s1	9%
OC(CNc1ccc(Cl)cc1)Cn1c2ccc(Br)cc2c2cc(Br)ccc21 (stereo not drawn)	24%
COc1ccc(COC(=O)C2=C(C)NC3=C(C(=O)CCC3)C2c2cc(Br)c(O)c(OC)c2)cc1 (stereo not drawn)	19%
COc1ccc(C(=O)NC(=S)Nc2ccc3oc(-c4cccc(F)c4)nc3c2)cc1[N+](=O)[O-]	41%
COc1cc(C=O)ccc1OCCCOc1cccc2ccccc12	36%
COc1cc(OC)c(NC(=O)CCCc2ccccc2)cc1Cl	10%
O=C1c2ccccc2C(=O)C1(c1ccccc1)[N+](=O)[O-]	8%
COc1ccc2nc(C)cc(N3CCOCC3)c2c1	15%
O=C1c2ccc(-c3nc4ccccc4c(=O)o3)cc2C(=O)N1c1cccnc1	0%
O=C1NN(c2ccc(Cl)c(Cl)c2)C(=O)/C1=C/c1cccn1-c1ccc([N+](=O)[O-])cc1	21%
C=CCN1C(=O)/C(=C\c2ccc(N(C)C)cc2)C(C(=O)OC)=C1C	9%
COc1ccc(S(=O)(=O)N2CCN(C)CC2)cc1	1%
Cc1ccc(N2C(=O)NC(=O)/C(=C\c3ccc(-c4ccc(C)c([N+](=O)[O-])c4)o3)C2=O)cc1	17%
O=C1C2C(c3ccccc3Cl)OC3(C(=O)c4ccccc4C3=O)C2C(=O)N1c1ccccc1C(F)(F)F (stereo not drawn)	11%
CCOc1ccc(C(=O)/C=C/c2cccc(Br)c2)cc1	16%
Cc1cccc(CC2CC(=O)N(c3cccc(Cl)c3C)C2=O)c1 (stereo not drawn)	0%
CCCCN1C(=O)/C(=C/c2cccc3ccccc23)SC1=S	9%
CCCCC1(C(=O)O)CC(C)=C(C)CC1C(=O)O (stereo not drawn)	6%
CCC1CCCCN1Cc1ccc([N+](=O)[O-])s1 (stereo not drawn)	0%
Cc1ccc2nc(NC(=O)C3CC3)sc2c1	13%
COc1ccc2nc(NC3=NC(c4ccccc4)CC(=O)N3)nc(C)c2c1 (stereo not drawn)	14%
Cc1cccc(NC(=S)NC(=O)c2cc3ccccc3o2)n1	0%
Cc1cccc(NC(=S)NC(=O)c2cccc3ccccc23)n1	10%
CCOc1ccc(N2C(=O)NC(=O)/C(=C\c3ccc(Sc4ccccc4)o3)C2=O)cc1	15%
Cc1ccc(C(=O)N/C(=C\c2cccs2)C(=O)NCC(C)C)cc1	0%
CCOC(=O)c1sc(NC(=O)c2cc([N+](=O)[O-])ccc2Cl)c(C(=O)OCC)c1C	16%
CC(=O)NC(Cc1ccc(F)cc1)C(=O)NC(CC(C)C)C(=O)O (stereo not drawn)	9%
O=C(c1ccc([N+](=O)[O-])cc1Cl)N(Cc1ccccc1)Cc1ccccc1	5%
O=C1C=C(NNC(=O)c2ccccn2)CCC1	9%
Cc1ccc(-n2cnc3ncnc(-c4ccc(Br)cc4)c32)cc1	10%
COc1ccc(C(=O)Nc2nnc(CCS(=O)(=O)c3ccc(Cl)cc3)s2)cc1OC	0%
Cc1ccc2nsnc2c1NC(=O)c1ccc2c(c1)OCCO2	2%

Given in markdown: 2 of the compounds above.
| canonical_smiles | RNase H inhibition |
| --- | --- |
| COc1ccc(C(=O)Nc2nnc(CCS(=O)(=O)c3ccc(Cl)cc3)s2)cc1OC | 0% |
| Cc1ccc2nsnc2c1NC(=O)c1ccc2c(c1)OCCO2 | 2% |

(listing goes on)
SMILES	RNase H inhibition
COc1ccc(Cl)cc1S(=O)(=O)Oc1c(Cl)cc(Cl)c2cccnc12	43%
CC/C(=N/NC(=O)c1ccccc1)c1ccc(O)cc1	0%
Cc1sc2nc(-c3ccc(OC(C)C)cc3)[nH]c(=O)c2c1C	0%
COc1ccccc1OCCCCCCN1CCOCC1	0%
O=C(/C=C/c1ccc([N+](=O)[O-])cc1)N1CCc2ccccc2C1	18%
Cc1cc(Cl)ccc1NC(=O)CN(c1ccc(Cl)c(C(F)(F)F)c1)S(C)(=O)=O	14%
CC(C)(C)C(=O)/C=C/NNC(=O)c1ccc(Cl)cc1	4%
CC(C)CC(=O)N1CCN(CCCc2ccccc2)CC1	7%
CCNC(=O)C1COc2ccccc2O1 (stereo not drawn)	2%
O=C(Nc1ccc2c(c1)OCCO2)C(Sc1ccccc1)c1ccccc1 (stereo not drawn)	2%
CCOc1ccc(-c2cc(C)n3nc(C(N)=O)cc3n2)cc1	10%
O=c1cc(-c2cccc(I)c2)nc(-c2cccc([N+](=O)[O-])c2O)o1	33%
CCC(C#CCN(CC)CC)OC(C)=O (stereo not drawn)	3%
COC(=O)c1sc(NC(=O)c2ccc(C)c([N+](=O)[O-])c2)c(C(N)=O)c1C	16%
O=S(=O)(Nc1ccc(OCc2ccccc2)cc1)c1ccc2ccccc2c1	3%
COc1cccc(OC)c1C(=O)Nc1cc(C)ccc1C	2%
C=CCNC(=O)c1c(NC(=O)c2ccccc2C)sc2c1CCCCC2	18%
CCOc1cc(C2Nc3ccc4ccccc4c3C3=C2C(=O)CC(C)(C)C3)cc(Br)c1OC (stereo not drawn)	14%
COc1cc(OC)cc(C(=O)Nc2ccc(-c3ccc(NC(=O)c4cc(OC)cc(OC)c4)c(OC)c3)cc2OC)c1	10%
CCOC(=O)CC1=C(C(=O)OCC)C(c2ccccc2)C(C#N)=C(N)O1 (stereo not drawn)	6%
COc1ccc(/C=N/NC(=O)Cn2cnc3ccccc32)c(OC)c1OC	16%
COc1ccc(/C(C)=N/N=C2/NC(=O)C(CC(=O)Nc3cccc([N+](=O)[O-])c3)S2)cc1 (stereo not drawn)	9%
COc1ccc(OC)c(C2=C/C(=C/c3cccc(OC)c3OC)C(=O)O2)c1	2%
CCCCCCCCCc1noc(-c2ccc(C3CCC(CCCCC)CC3)cc2)n1 (stereo not drawn)	0%
Cc1cccc(C(=O)NNC(=O)COc2ccccc2C)c1	8%
Nc1nonc1-n1nnc(CN2CCCCCC2)c1CN1CCCCCC1	4%
CCCCCC(=O)NNC(=O)Nc1cccc(Cl)c1	4%
CCN(CC)CCCCCOc1c(C)cccc1C	9%
CCc1nn(-c2ccccc2)c2nc(-c3ccccc3O)c3cc(OC)c(OC)cc3c12	17%
Cc1cc(C)n(C(=O)c2cc(-c3ccccc3)nc3ccccc23)n1	18%
CSc1ccc(C(Nc2cccc(C)n2)c2ccc3ccc(C)nc3c2O)cc1 (stereo not drawn)	4%
Fc1ccc(COc2cccc(/C=N/n3cnnc3)c2)cc1	32%
Cc1ccc(C)c(N2CCN(Cc3ccc(Br)s3)CC2)c1	0%
N#C/C(=C/c1ccc(-c2ccc3c(c2)C(=O)NC3=O)o1)C(N)=O	15%
CCC(C)c1ccc(NC(=O)CC(C)C)cc1 (stereo not drawn)	11%
O=[N+]([O-])c1ccc(NS(=O)(=O)c2cccs2)cc1	19%
Cc1ccc(/C=N/NC(=O)Cn2nnnc2N)cc1	16%
Cc1cccc(-c2nnc(NC(=O)Nc3ccccc3)s2)c1	3%
COc1cc(C)ccc1OCCCCOc1ccccc1C(C)=O	34%
COc1ccc(C(=O)CSc2n[nH]c(C)n2)cc1C	8%

At a glance, some entries already given.
SMILES	RNase H inhibition
COc1cc(C)ccc1OCCCCOc1ccccc1C(C)=O	34%
COc1ccc(C(=O)CSc2n[nH]c(C)n2)cc1C	8%

Following part
SMILES	RNase H inhibition
N#CCOc1ccccc1/C=C/c1[nH]c(=O)[nH]c(=O)c1[N+](=O)[O-]	1%
Cc1ccc(S(=O)(=O)Nc2nc(O)c(C3=c4cc(Cl)ccc4=NC3=O)s2)cc1	3%
COc1ccc(OC)c(/C=C(\C#N)c2nn(-c3ccccc3)c(N)c2C#N)c1	13%
Cc1cccc(N2CCN(C(=S)c3ccc(-c4ccc(Cl)cc4Cl)o3)CC2)c1	5%
COCCCNC(=O)COc1ccc(C)cc1Br	17%
CCOC(=O)c1ccc(NC(=S)NN2CCOCC2)cc1	10%
COc1cccc(NC(=O)CC2Nc3ccccc3NC2=O)c1 (stereo not drawn)	5%
Cc1cccc(CC2SC(=Nc3ccc(Cl)cc3)NC2=O)c1 (stereo not drawn)	19%
Cn1c(=O)cc(Nc2ccc(Cl)cc2)[nH]c1=O	9%
